Compound activity deposited in PubChem by The Scripps Research Institute Molecular Screening Center.
FXN GAA850 act: increases GAA850 frataxin promoter reporter activity. HEK293 lucGAA850 FXN promoter luciferase reporter, 24 h; percent of 10 µM SAHA response. activation, % at 6 µM. 0.56% of 360,000 active. AID 540364;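 active means activation above the average of all compounds screened plus 3 SD, cutoff fixed separately per campaign, cut at about 7.5% in these data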;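 further: 0% = DMSO wells and 100% = 10 µM SAHA wells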
PLCb3 inh: inhibitors of human phospholipase C beta3; 0.18% of 370,000 active; inhibition, % at 12.2 µM; Purified PLC-beta3, fluorogenic substrate, fluorescence; AID 720704; in the data active means inhibition above about 11%;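 further: 0% = median of compound wells on plate and 100% = full blocker control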
DAX1 inh-1: inhibitors of human orphan nuclear receptor DAX1 (NR0B1); P51843; HEK293 Gal4-DAX1 luciferase reporter, luminescence; inhibition, % at 6.75 µM; 0.99% of 340,000 active; AID 504766;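 active means inhibition above the mean over all tested compounds plus 3 SD, cut at about 4.2% in these data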;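 further: 0% = DAX1-transfected cells with DMSO and 100% = empty-vector control cells with DMSO; inhibition shows as a rise in luminescence from relieved DAX1 repression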
Target sequence (P51843 207-470 limits assumed): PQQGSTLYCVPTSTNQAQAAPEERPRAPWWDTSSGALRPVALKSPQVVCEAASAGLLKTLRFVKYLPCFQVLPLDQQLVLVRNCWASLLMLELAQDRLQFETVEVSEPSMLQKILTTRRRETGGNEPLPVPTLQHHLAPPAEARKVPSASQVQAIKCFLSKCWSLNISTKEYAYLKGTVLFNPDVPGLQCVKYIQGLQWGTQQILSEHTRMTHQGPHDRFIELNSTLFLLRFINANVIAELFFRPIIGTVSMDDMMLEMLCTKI
PLC-gamma1 inh: blocks human PLC-gamma1 enzyme activity. 0.84% of 370,000 active. AID 720700. purified PLC-gamma1, fluorogenic substrate, fluorescence. inhibition, % at 12.2 µM; in the data active means inhibition above about 9.5%
ADAM17 inh: inhibitors of human ADAM17. recombinant ADAM17, EDANS/DABCYL FRET peptide cleavage. P78536. 0.83% of 370,000 active. inhibition, % at 6.95 µM;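 active means inhibition above the mean of compounds lying between control limits plus 3 SD, set per campaign, cut at about 8.5% in these data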;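 further: 0% = DMSO-only wells as the low control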
Target sequence (P78536 215-824 limits assumed): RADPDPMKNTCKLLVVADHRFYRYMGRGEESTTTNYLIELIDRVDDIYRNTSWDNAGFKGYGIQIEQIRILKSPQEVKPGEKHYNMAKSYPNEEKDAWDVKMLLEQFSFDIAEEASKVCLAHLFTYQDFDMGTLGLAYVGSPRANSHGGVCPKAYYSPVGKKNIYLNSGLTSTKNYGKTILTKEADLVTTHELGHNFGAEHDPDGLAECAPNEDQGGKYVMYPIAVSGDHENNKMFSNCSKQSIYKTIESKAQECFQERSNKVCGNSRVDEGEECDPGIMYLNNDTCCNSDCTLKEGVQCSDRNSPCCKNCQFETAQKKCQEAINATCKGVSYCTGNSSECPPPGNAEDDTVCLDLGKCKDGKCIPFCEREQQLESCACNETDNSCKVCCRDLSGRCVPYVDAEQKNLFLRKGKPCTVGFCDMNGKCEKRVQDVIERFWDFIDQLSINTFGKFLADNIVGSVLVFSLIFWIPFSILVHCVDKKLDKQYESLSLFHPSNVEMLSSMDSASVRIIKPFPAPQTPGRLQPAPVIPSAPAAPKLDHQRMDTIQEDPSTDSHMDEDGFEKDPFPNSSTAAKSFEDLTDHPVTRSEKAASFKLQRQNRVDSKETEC
ssDAF-12 act: activators of S. stercoralis DAF-12 nuclear receptor; HEK293 ssDAF-12/GRIP1 lit1-tk-luc reporter, luminescence; % of 3 µM dafachronic acid response; activation, % at 6.8 µM; 1% of 370,000 active; AID 652126;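 active means activation above the mean over all tested compounds plus 3 SD, cut at about 0.9% in these data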;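 further: 0% = DMSO-only wells and 100% = 3 µM delta7-dafachronic acid wells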
ADAM10 inh: inhibitors of human ADAM10. O14672. recombinant ADAM10, EDANS/DABCYL FRET peptide cleavage, 3 h. inhibition, % at 7 µM. 0.62% of 370,000 active;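 active means inhibition above a per-campaign cutoff equal to the mean of compounds falling between control-based bounds plus 3 SD, cut at about 20% in these data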;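 further: 0% = DMSO wells while the 100% control is not disclosed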
HGIII-sPLA2 inh: Blocks human group III sPLA2 activity; QFRET BODIPY PC-A2 liposome hydrolysis, fluorescence; inhibition, % at 12.2 µM; 0.56% of 370,000 active; AID 743126;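 active means inhibition above mean plus 3 SD of compounds lying within the high and low control bounds, cut at about 19% in these data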;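 further: 0% = median of test compound wells and 100% = no enzyme DMSO wells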
hgDAF12 agonist: hgDAF-12 agonism, primary luciferase screen. HEK293 GAL4-hgDAF12 UAS-luciferase reporter, agonist luminescence; normalized to butyrate control. activation, % at 6.8 µM. 1.8% of 370,000 active. AID 687014;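 active means activation above a cutoff set at the mean of all screened compounds plus 3 SD, cut at about 10% in these data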;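 further: 0% = DMSO wells and 100% = sodium butyrate wells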
hcDAF12 agonist: activators of H. contortus DAF-12 nuclear receptor | HEK293 hcDAF-12 lit1-tk-luc reporter, luminescence; 0% DMSO, 100% Δ7-dafachronic acid | activation, % at 6.8 µM | 1.4% of 370,000 active | AID 652067;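 active means activation above the mean of all tested compounds plus 3 SD, cut at about 5.5% in these data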;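 further: 100% = response to 3 µM Δ7-dafachronic acid high control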
DAX1 inh-2: blocks DAX1 repression of SF-1 activated StAR promoter | 1.1% of 370,000 active | HEK293T StAR-luciferase reporter, SF-1/DAX-1 repression relief | inhibition, % at 6.8 µM | AID 652010;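 active means inhibition above the mean over all tested compounds plus 3 SD, cut at about 3.6% in these data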;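 further: 0% = DAX-1 cells with DMSO and 100% = cells lacking DAX-1 with DMSO; higher inhibition means more luminescence from relief of DAX-1 repression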
* hit, by the source's call; i = inactive; x = not tested or not shown. Rows were taken by chance. About 6.9% of those tested had a hit in this group.

Screens in order – FXN GAA850 act	PLCb3 inh	DAX1 inh-1	PLC-gamma1 inh	ADAM17 inh	ssDAF-12 act	ADAM10 inh	HGIII-sPLA2 inh	hgDAF12 agonist	hcDAF12 agonist	DAX1 inh-2
1	CC(C)C(NC=C1C(=O)OC(C)(C)OC1=O)C(=O)O (stereo not given)
 : -0.2	1.1	-0.1	1.0	-2.6	-1.8	-8.6	-1.4	-1.6	1.1	-0.2
2	CCCCN(C)c1c(C)nc2ccc(C(=O)NC3CCN(C)CC3)cn12
 : 0.1	-6.6	x	-3.8	-5.4	-0.2	-3.4	1.0	-0.9	0.3	0.1
3	CCOc1ccc(/C=C/C2=Cc3c(sc(NC(=O)CSc4n[nH]c(N)n4)c3C#N)C(C)(C)C2)cc1
 : 1.1	-161.0	-0.4	-139.0	-8.0	-0.6	-20.1	-12.9	0.0	-1.8	-0.8
4	Cc1ccc(CNc2ccc(N3CCOCC3)cc2)s1
 : 3.0	-468.2	1.0	-333.3	-28.6	-0.6	-142.8	3.9	1.0	1.5	0.2
5	CCCNC(C)C(=O)Nc1ccccc1C (stereo not given)
 : -1.0	3.6	-0.5	-0.3	-3.9	-1.5	-13.7	3.0	0.3	-1.0	0.3
6	O=c1c2cc3cc4c(cc3nc2ncn1CCc1ccccc1)OCO4
 : x	-53.4	x	-43.4	-137.0	0.0	i	4.9	3.5	3.7	0.9
7	COc1ccc(CSCC(=O)Nc2ccccc2)cc1[N+](=O)[O-]
 : -0.5	-5.0	-0.6	3.4	1.9	-1.3	4.5	7.8	-0.4	-0.7	0.0
8	Cc1ccc(S(=O)(=O)N(C)C)cc1NC(=O)COC(=O)c1ccc2ccccc2n1
 : 2.0	-2.0	0.9	-0.9	2.1	0.2	-9.0	-2.9	0.9	1.2	1.9
9	Cn1c(-c2cc3ccc(OC(=O)C(C)(C)C)cc3oc2=O)nc2ccccc21
 : 6.6	i	0.8	i	-273.1	-0.5	i	-6.9	4.6	2.4	0.5
10	Cc1nc(CCNC(=O)CC2C(=O)NCCN2CC(C)(C)C)nc2c1CCC2 (stereo not given)
 : 0.8	-37.0	-0.3	-26.4	-13.9	0.3	-40.1	6.4	2.5	0.7	2.4
11	CCCOc1ccc(N2C(=O)CC(NCc3ccc(S(N)(=O)=O)cc3)C2=O)cc1 (stereo not given)
 : -1.0	1.4	0.0	-1.7	0.6	-1.0	1.4	-7.6	-0.9	-0.8	-0.3
12	C=C1c2cc(C)c(C)cc2NC(=O)N1c1ccccc1
 : 2.1	-12.0	0.0	-1.4	-4.8	0.0	-9.7	-9.7	1.6	4.7	0.4
13	COC(=O)C1C2C=CC(C3CC23)C1C(=O)OCC(=O)c1ccccc1 (stereo not given)
 : 2.3	2.7	0.1	8.2	0.7	-1.3	-3.1	-8.0	1.2	1.3	0.2
14	CC(=O)Oc1ccc(Cl)cc1/C=C/c1cc(OC(C)=O)c2ccccc2n1
 : x	-453.6	x	-337.1	-109.1	-0.2	-407.3	-9.5	7.7	3.9	0.0
15	COCCN(C(=O)CNC(=O)c1ccco1)C(C(=O)NC1CCCC1)c1ccccc1 (stereo not given)
 : -0.9	0.3	-0.6	2.0	-1.7	-0.8	-4.4	1.6	-1.6	-0.3	-0.3
16	C/C(=C\c1cc2ccccc2o1)C1Nc2cccc3cccc(c23)N1
 : -0.9	-15.7	0.7	-15.2	-1.6	-0.8	0.0	8.3	1.4	-0.1	-0.4
17	C#CCNC(=O)C1CCN(c2ccc(S(=O)(=O)N3CCOCC3)cc2Cl)CC1
 : 1.5	-9.1	-0.4	-0.1	-4.8	-1.7	-8.5	3.5	-1.2	-2.5	0.5
18	Cc1ccc(N2C(=O)CSC2c2ccccn2)cc1Cl (stereo not given)
 : 2.6	1.2	-0.1	-0.4	-3.9	-0.6	0.8	2.6	-2.3	-1.3	0.2
19	COc1ccc(CCN(C)C(=O)c2cnc(C)cn2)cc1OC
 : -0.4	0.7	1.1	4.0	-0.7	-0.7	5.3	1.5	-1.1	-1.3	0.1
20	Cc1cc(S(=O)(=O)N2CCCC2)ccc1OCC(=O)N1CCC(C(N)=O)CC1
 : 1.8	4.2	1.2	1.9	-0.1	-1.6	1.4	-5.1	-0.8	-0.4	0.1

Exported with tabs: part of the list above
item	SMILES	FXN GAA850 act	PLCb3 inh	DAX1 inh-1	PLC-gamma1 inh	ADAM17 inh	ssDAF-12 act	ADAM10 inh	HGIII-sPLA2 inh	hgDAF12 agonist	hcDAF12 agonist	DAX1 inh-2
2	CCCCN(C)c1c(C)nc2ccc(C(=O)NC3CCN(C)CC3)cn12	0.1	-6.6	x	-3.8	-5.4	-0.2	-3.4	1.0	-0.9	0.3	0.1
9	Cn1c(-c2cc3ccc(OC(=O)C(C)(C)C)cc3oc2=O)nc2ccccc21	6.6	i	0.8	i	-273.1	-0.5	i	-6.9	4.6	2.4	0.5
17	C#CCNC(=O)C1CCN(c2ccc(S(=O)(=O)N3CCOCC3)cc2Cl)CC1	1.5	-9.1	-0.4	-0.1	-4.8	-1.7	-8.5	3.5	-1.2	-2.5	0.5
18	Cc1ccc(N2C(=O)CSC2c2ccccn2)cc1Cl (stereo not given)	2.6	1.2	-0.1	-0.4	-3.9	-0.6	0.8	2.6	-2.3	-1.3	0.2
6	O=c1c2cc3cc4c(cc3nc2ncn1CCc1ccccc1)OCO4	x	-53.4	x	-43.4	-137.0	0.0	i	4.9	3.5	3.7	0.9
1	CC(C)C(NC=C1C(=O)OC(C)(C)OC1=O)C(=O)O (stereo not given)	-0.2	1.1	-0.1	1.0	-2.6	-1.8	-8.6	-1.4	-1.6	1.1	-0.2

(listing goes on)
Screens in order – FXN GAA850 act	PLCb3 inh	DAX1 inh-1	PLC-gamma1 inh	ADAM17 inh	ssDAF-12 act	ADAM10 inh	HGIII-sPLA2 inh	hgDAF12 agonist	hcDAF12 agonist	DAX1 inh-2
21	Cc1cccc(-c2noc(CCCOc3ccc(Cl)cc3Cl)n2)c1
 : -1.4	-1.8	1.5	-2.9	0.4	-0.5	-0.9	2.4	0.0	-0.6	0.6
22	Cn1c(=O)n(CCCO)c(=O)c2c1nc1n2CCCN1Cc1ccccc1
 : 2.0	-9.8	0.3	3.9	-1.1	-1.2	1.8	10.3	0.9	-1.5	-1.2
23	Cc1cc(C(=O)OCC(=O)NCCc2ccc(S(N)(=O)=O)cc2)c2ccccc2n1
 : 1.1	-14.0	0.7	-9.0	-9.9	-1.2	-23.1	3.0	2.0	-0.3	0.0
24	CCOc1cccc(C(=O)Nc2ccc3c(c2)OCCO3)c1
 : 4.3	-6.6	-1.3	0.7	-0.5	0.9*	1.9	9.9	8.1	5.5	2.6
25	CC(NC(=O)COC(=O)Cc1ccc(-c2ccccc2)cc1)c1ccccc1 (stereo not given)
 : 1.6	-1.2	-0.2	0.0	8.1	-1.4	12.4	-16.3	0.8	2.5	0.0
26	CC(Sc1nc2cc([N+](=O)[O-])ccc2n1-c1cccc(C(F)(F)F)c1)C(=O)NC(N)=O (stereo not given)
 : 1.2	1.6	-1.1	3.1	2.1	-0.9	-3.0	9.5	2.0	0.9	-0.4
27	CC(CCc1ccc(O)cc1)NCc1ccc(Cl)cc1Cl (stereo not given)
 : 3.2	-4.3	-1.3	0.5	-0.9	-1.5	8.5	-14.9	-3.7	-2.6	-0.3
28	C1=C(c2ccco2)N2CCN=C2S1
 : 1.4	0.5	0.5	-2.6	-1.1	-0.5	-3.6	1.4	-1.6	-1.2	-0.1
29	CCN(CC)S(=O)(=O)c1ccc(NC2c3ccccc3C(=O)N2CCN2CCOCC2)cc1 (stereo not given)
 : -3.7	2.3	2.4	2.9	0.8	-0.6	-3.6	-6.9	-2.2	2.8	0.8
30	COC(=O)C1=C(O)CSC1=Nc1ccc(C)cc1
 : 4.0	0.2	-1.6	-0.6	-5.4	-1.8	-8.6	-3.8	0.0	-1.8	-1.0
31	CCc1ccc(CN2CCSCC2)cc1
 : 0.0	-0.3	-0.1	2.6	-1.4	-0.5	0.9	3.1	-0.5	1.5	0.4
32	O=C1N(Cc2ccccc2F)c2ccccc2C12OCCCO2
 : -0.1	1.8	0.4	4.0	-0.9	-2.2	0.5	2.5	-1.0	-1.8	-0.3
33	CCOC(=O)C1=C(COC(=O)COc2ccc(C(=O)CC)cc2)NC(=O)NC1C (stereo not given)
 : -1.6	0.6	0.4	1.2	1.3	-0.7	7.4	1.8	-0.1	-1.0	0.5
34	Cn1c(CC(=O)Nc2ccccc2F)nnc1SCC(=O)Nc1nncs1
 : 0.0	1.4	0.6	2.4	-1.6	-0.5	-3.1	-1.7	0.9	0.2	0.4
35	O=C(COC(=O)COc1ccc(Cl)cc1)Nc1ccc(F)c([N+](=O)[O-])c1
 : 1.7	4.0	0.2	3.5	5.3	-1.2	4.5	7.5	3.2	0.2	-0.1
36	O=C(CN(c1ccc(Cl)cc1)S(=O)(=O)c1ccccc1)N/N=C/c1ccco1
 : -0.5	-1.3	-0.9	2.2	7.6	-1.0	19.2	-10.5	2.2	2.2	-0.1
37	O=C(NCCOc1ccccc1)c1ccc2c(c1)S(=O)(=O)c1cc(Cl)ccc1C2=O
 : -0.1	0.5	0.3	2.4	-2.3	-1.4	-16.2	11.1	4.3	0.6	-0.2
38	CCOc1ccc(-n2ccnc2SCC(=O)Nc2nnc(C)s2)cc1
 : -1.9	2.4	-0.4	1.6	-1.7	-0.5	-4.0	-0.8	-2.2	-1.0	-0.8
39	CCCCc1nnc(NC(=O)c2ccc(OCc3c(C)noc3C)cc2)s1
 : -1.1	-5.9	-0.7	-1.5	-4.0	-1.1	-5.0	4.1	-2.3	-1.9	-0.4
40	CNC(=S)Nc1ccc(-c2nc3ccc(C)cc3s2)cc1
 : 8.4*	-99.9	0.7	-84.2	-208.3	1.8*	i	-19.6	18.2*	7.3*	5.9*
41	COc1ccc(-c2nc(-c3ccccc3OC)no2)cc1OC
 : 1.8	2.4	2.5	-2.7	-0.3	-0.5	-12.8	-5.2	6.2	0.3	0.6
42	O=S1(=O)C[C@@H](N2CC[C@@H](O)C2)[C@H](COCc2ccccc2)N1
 : x	10.2	x	10.2*	2.8	-0.3	-0.9	9.7	-4.1	-1.2	0.7
43	CN(C(=O)Cn1nc(C(=O)O)c2ccccc2c1=O)C1CCCCC1
 : 2.1	0.5	1.7	1.5	-4.0	-0.4	-14.1	13.5	0.2	-0.7	0.8
44	Cc1ccc(N(CC(=O)N2CCc3ccccc3C2)S(C)(=O)=O)cc1
 : 2.3	-3.6	-0.3	4.3	2.0	-0.8	0.8	-1.2	0.5	-1.4	-0.8
45	NS(=O)(=O)c1ccc(NC(=O)N[C@@H](Cc2ccccc2)C(=O)O)cc1
 : 0.3	5.0	0.1	4.3	9.8*	-1.1	-0.3	4.6	-1.6	-1.3	0.2
46	CN(CCO)c1cccc2c1S(=O)(=O)N(Cc1cn(Cc3ccccc3C(F)(F)F)nn1)Cc1ccccc1O2
 : x	-11.0	x	0.5	-3.5	-0.9	-11.2	5.6	-2.1	-2.6	-0.6
47	CC(=O)C[C@@H](O)CC(=O)[C@H]1OC(=O)[C@H](C)CCCCc2ccccc21
 : 0.2	7.0	0.7	3.3	2.3	-0.6	-4.1	-0.1	-2.2	2.0	1.3
